# Screening results (PubChem BioAssay)
# AddAB inh: growth inhibition of E. coli expressing H. pylori AddAB, primary screen, AddAB inhibitor project, absorbance. inhibition, % at 11.9 µM. hit rate 0.29% among 330,000. AID 435030, 2010; in the data active = inhibition above about 12%;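 note: 0% = vehicle wells of infected cells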
# Tat transport: E. coli Tat export inhibitors, primary screen, MC4100, TorA-mCherry reporter, fluorescence, single point. hit rate 0.036% among 340,000. inhibition, % at 10 µM. AID 488895, 2010;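 active = mean replicate inhibition at least 50% and at least half of replicates individually reaching 50%; inconclusive = only one of the two criteria met; inactive = neither criterion met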;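 note: exported cargo escapes ClpAP degradation while cytoplasmic cargo is degraded and loses fluorescence; 0% = median of neutral control wells and 100% = median of NaSCN control wells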
# Rtt109 HAT inh: inhibitors of C. albicans Rtt109/Vps75 HAT, primary screen, biochemical, ThioGlo CoA-SH fluorescence, plate reader; AID 540336, 2011; inhibition, % at 34.9 µM; hit rate 0.16% among 330,000; purified Rtt109/Vps75, 4 h; Histone acetyltransferase RTT109 (Candida albicans (strain SC5314 / ATCC MYA-2876)), …;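 active = inhibition of at least 50% in every replicate; inconclusive = best replicate reaches 50% inhibition but some replicates fall short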
# Target sequence (Q5AAJ8 whole entry, looked up): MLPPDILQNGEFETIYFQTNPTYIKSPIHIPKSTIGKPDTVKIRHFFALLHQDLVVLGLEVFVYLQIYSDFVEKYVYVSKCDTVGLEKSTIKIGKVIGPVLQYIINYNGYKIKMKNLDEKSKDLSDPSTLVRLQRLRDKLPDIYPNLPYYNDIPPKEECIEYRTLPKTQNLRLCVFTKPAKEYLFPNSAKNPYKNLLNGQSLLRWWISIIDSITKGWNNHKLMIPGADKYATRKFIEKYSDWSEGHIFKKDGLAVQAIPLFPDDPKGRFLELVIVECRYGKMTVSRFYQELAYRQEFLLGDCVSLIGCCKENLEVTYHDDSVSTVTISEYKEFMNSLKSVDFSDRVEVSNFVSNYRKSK
# PfHsp90 set2: growth inhibition of PfHsp90-expressing yeast, primary screen, antimalarial PfHsp90 inhibitor project, S. cerevisiae, BacTiter-Glo luminescence, single point, set 2; inhibition, % at 9.4 µM; hit rate 0.32% among 310,000; BacTiter-Glo ATP, 48 h; yeast lacking PDR1 and PDR3 efflux regulators;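 active = every replicate shows inhibition above about 80%, whatever the replicate mean, limit read from the data; inconclusive = mean inhibition reaches the set limit but some replicate falls short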;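 note: 0% = DMSO neutral controls and 100% = 20 µM radicicol positive controls; yeast relying on Plasmodium falciparum Hsp90 in place of its own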
# phage Ecoli inh: growth loss of phage-infected E. coli, primary screen, RecBCD inhibitor project, absorbance, with phage, HTS; inhibition, % at 11.9 µM; hit rate 0.26% among 360,000; in the data active = inhibition above about 11%
# Wnt bcat act: Wnt/beta-catenin pathway activators, primary screen, cell-based, plate reader, single point; Wnt/beta-catenin reporter cell assay, activator; AID 743398, 2014; hit rate 1.2% among 300,000; activation, % at 9.35 µM; in the data active = activation above about 30%, passing the limit was not always enough; inconclusive = no clear call, values can overlap the other calls;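 note: 0% = neutral control wells and 100% = positive control wells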
# PvdQ acylase: P. aeruginosa PvdQ acylase inhibitors, primary screen, biochemical, fluorescence, plate reader and imaging, single point; inhibition, % at 10 µM; hit rate 0.063% among 340,000; AID 488965, 2010; PvdQ acylase [Pseudomonas aeruginosa LESB58]; purified PvdQ acylase; in the data active = inhibition above about 30%, passing the limit was not always enough; inconclusive = no clear call, values can overlap the other calls;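 note: 0% = vehicle neutral wells and 100% = reference inhibitor wells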
# DAGLB inh: DAGLB lipase inhibitors, primary screen, biochemical, fluorescence, HTS. HEK293T DAGLB membrane lysate, EnzChek fluorogenic substrate. AID 504411, 2011. inhibition, % at 5.17 µM. hit rate 0.059% among 340,000. Diacylglycerol lipase-beta (Homo sapiens), Q8NCG7; in the data active = inhibition above about 34%;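 note: 0% = enzyme with vehicle and 100% = wells lacking enzyme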
# Target sequence (Q8NCG7 whole entry, looked up): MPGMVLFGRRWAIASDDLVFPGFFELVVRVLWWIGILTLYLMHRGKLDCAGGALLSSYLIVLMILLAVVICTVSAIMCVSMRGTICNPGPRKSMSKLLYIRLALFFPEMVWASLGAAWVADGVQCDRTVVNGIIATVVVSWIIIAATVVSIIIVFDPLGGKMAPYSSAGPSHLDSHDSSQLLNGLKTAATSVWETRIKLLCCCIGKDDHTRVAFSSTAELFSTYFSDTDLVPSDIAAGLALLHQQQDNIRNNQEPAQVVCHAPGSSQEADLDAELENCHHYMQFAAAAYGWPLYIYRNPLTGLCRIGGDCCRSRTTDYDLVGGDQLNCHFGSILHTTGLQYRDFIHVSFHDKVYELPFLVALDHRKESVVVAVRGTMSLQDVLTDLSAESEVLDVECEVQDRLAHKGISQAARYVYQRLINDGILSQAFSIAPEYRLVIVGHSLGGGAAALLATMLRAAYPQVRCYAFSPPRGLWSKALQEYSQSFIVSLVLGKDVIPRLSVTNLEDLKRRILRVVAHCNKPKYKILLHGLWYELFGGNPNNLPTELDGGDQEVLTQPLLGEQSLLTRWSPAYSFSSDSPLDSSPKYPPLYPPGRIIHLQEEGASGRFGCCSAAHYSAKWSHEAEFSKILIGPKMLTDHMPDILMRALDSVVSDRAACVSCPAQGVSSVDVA
# CAL PDZ inh: CAL PDZ peptide-binding inhibitors, primary screen, biochemical, fluorescence polarization, Cer-tagged CAL PDZ, HTS; purified CAL PDZ, TMR-peptide fluorescence polarization, 1 h; hit rate 0.02% among 330,000; AID 504414, 2011; inhibition, % at 20 µM; Golgi-associated PDZ and coiled-coil motif-containing protein (Homo sapiens), Q9HD26;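 active = highest replicate inhibition of at least 40%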;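 note: plate controls were DMSO neutral control wells for no effect and unlabeled competitor peptide control wells for full effect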
#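 System: purified tagged CAL PDZ domain construct (CerCALP). Schedule: 1 h incubation at room temperature before polarization reading. Medium: 25 mM sodium phosphate pH 7.4, 150 mM NaCl, TCEP, IgG, Thesit. Read-out: percent inhibition from loss of millipolarization. Measured by: FP readout, S and P plane fluorescence. Probe or stimulus: fluorescent TMR peptide probe.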
# E coli growth: E. coli V3065 growth inhibition, primary screen, counter-screen for AddAB inhibitor project, absorbance, OD600. AID 449728, 2010. hit rate 0.27% among 330,000. 18 h. inhibition, % at 11.9 µM;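 active = inhibition above the campaign's mean inhibition across all tested compounds plus 3 SD, cut at about 9.9% in these data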;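 note: uninfected addAB+ strain grown without phage in ampicillin broth; 0% = DMSO wells and 100% = ciprofloxacin 0.95 µg/ml wells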
# * marks the source's active call; other numbers are inactive results; ? = inconclusive; / = not tested or not shown.
SMILES,AddAB inh,Tat transport,Rtt109 HAT inh,PfHsp90 set2,phage Ecoli inh,Wnt bcat act,PvdQ acylase,DAGLB inh,CAL PDZ inh,E coli growth
COc1ccc(NC(=O)c2cccnc2Cl)c(S(=O)(=O)N2CCOCC2)c1,1.0,-6,-1,-4,3.4,/,-6,-2,0.5,1.6
COc1ccc(C(=O)c2cnc(/N=C/N(C)C)s2)cc1,7.7,-5,6,/,2.5,15,11,-2,-2.6,0.2
CCS(=O)(=O)Nc1ccc(C2=NN(C(=O)c3ccco3)C(c3cccc(F)c3)C2)cc1 (stereo not given),1.8,10,11,/,3.8,-3,-10,2,-4.2,-0.6
O=C(NC(=O)c1c(F)cccc1F)O/N=C1\CCCc2occc21,3.0,5,12,13,4.4,3,8,-1,-0.5,-2.9
O=S(=O)(NCCc1cn2ccccc2n1)c1ccc(-c2ccccc2)cc1,2.0,6,-6,-18,0.4,1,-18,0,-2.6,2.1
O=C1NC(=O)C(CC(=O)N(Cc2cccs2)C2(C(=O)NC3CCCCC3)CCCCC2)N1 (stereo not given),4.2,-2,-1,-39,2.4,3,0,-2,-0.7,-1.5
Cc1cccc(NC(=O)CSCC(=O)N(C)Cc2ccc(Cl)c(Cl)c2)c1,-0.3,3,0,-47,2.4,-1,-5,0,-0.5,-2.8
c1ccc2c(-c3nn[nH]n3)cccc2c1,1.9,-8,12,-7,4.1,-2,-12,0,0.0,1.3
CCOc1cc(N2CCOCC2)c(OCC)cc1NC(=O)C1=COCCO1,2.1,8,9,3,2.3,-2,-21,-2,-0.4,-0.6
COC(=O)NNC(=O)COc1ccc2ccccc2c1Br,0.8,1,5,-23,2.8,-2,-8,2,0.0,-0.1
O=[N+]([O-])c1cccc(-c2ccc3nnc(SCc4cccnc4)n3n2)c1,/,-9,-5,0,0.3,0,-10,0,-1.2,/
O=C(COC(=O)c1ccccc1O)Nc1cccnc1Cl,2.9,14,13,-1,0.7,-4,9,-1,0.1,1.2
CC(=O)c1ccc(OCC(O)CN2CCN(S(=O)(=O)c3c(C)cc(C)cc3C)CC2)cc1 (stereo not given),/,4,5,1,0.4,-1,-9,0,-1.5,/
COc1cc(/C=C2\C(=N)N3N=C(C)SC3=NC2=O)cc(OC)c1OCCOc1ccccc1C,-0.7,-3,-5,-15,4.5,2,6,-3,-0.2,1.1
C/C(=N\Nc1ccc2nncn2n1)c1cccs1,-1.0,1,-5,-1,2.3,3,-7,0,-1.0,1.0
Nc1c2nc(-c3ccccc3)[nH]c(=O)c2nc(=O)n1-c1ccccc1,-1.9,2,-3,-20,1.7,1,-10,1,-4.0,-0.2
O=C(NNc1ccccc1)C(CCO)C(=O)NNc1ccccc1,-1.8,0,-1,-46,5.5,1,-12,-1,-0.4,1.2
Cc1ccc(-n2c(CCc3nc4ccccc4[nH]3)n[nH]c2=S)cc1,-0.5,-7,15,/,2.0,-1,5,1,-3.2,-0.2
O=C(Cc1ccc(Br)cc1)NCCCn1ccnc1,3.5,-5,14,12,1.1,1,-11,-1,0.1,0.9
COC(=O)c1sc(-c2ccc(Cl)cc2)cc1NC(=O)/C=C/C(=O)O,5.3,4,0,-3,-0.4,-3,-13,19,-2.5,1.2

# Continued, overlapping the part above by 2 compounds.
SMILES,AddAB inh,Tat transport,Rtt109 HAT inh,PfHsp90 set2,phage Ecoli inh,Wnt bcat act,PvdQ acylase,DAGLB inh,CAL PDZ inh,E coli growth
O=C(Cc1ccc(Br)cc1)NCCCn1ccnc1,3.5,-5,14,12,1.1,1,-11,-1,0.1,0.9
COC(=O)c1sc(-c2ccc(Cl)cc2)cc1NC(=O)/C=C/C(=O)O,5.3,4,0,-3,-0.4,-3,-13,19,-2.5,1.2
Oc1ccc(C(=S)N2CCCC2)cc1,2.1,-5,-7,-19,1.5,0,-15,-1,0.4,-0.5
CCOC(=O)N1CCC(NC(=O)C2CCN(S(=O)(=O)N3CCCC3)CC2)CC1,1.0,10,1,-2,3.4,-1,-6,0,-1.0,4.2
Cc1nn(C(C)C(=O)NC2C(=O)N3C(C(=O)O)=C(CSc4nnnn4C)CSC23)cc1Cl (stereo not given),-0.7,-16,1,-5,5.8,-2,-8,0,0.0,0.4
Cn1c(NNC(=O)c2ccc(C(C)(C)C)cc2)cc(=O)n(C)c1=O,-2.8,4,1,12,2.9,/,-12,-2,-2.2,-0.9
Cc1occc1C(=O)NNC(=O)c1ccccc1Br,2.4,-3,5,9,2.5,5,-12,-3,1.4,-2.4
Cc1noc(C)c1COc1cccc(C(=O)N(C)Cc2cccs2)c1,3.0,-3,2,-4,-0.5,-1,-3,-8,-0.3,-0.3
COc1cc(OC)c(NC(=O)C2CC(=O)N(c3ccc4c(c3)OCCO4)C2)cc1Cl (stereo not given),1.1,2,-6,12,-0.1,-1,-11,2,-1.9,1.8
COc1ccc(-c2cc(C(=O)NCC(c3ccco3)N(C)C)c3ccccc3n2)cc1OC (stereo not given),1.0,-2,16,5,-1.8,0,-9,-1,-3.6,1.2
Cc1cccc(-n2nc3c(c2NC(=O)c2ccc(Br)o2)CSC3)c1,0.6,-2,-3,-23,4.6,-2,-7,9,-1.0,-4.6
O=[N+]([O-])c1ccc2cn(-c3ccccc3)nc2c1,4.9,5,1,-12,1.1,26,9,1,-0.5,-0.2
CN(C)S(=O)(=O)c1ccc(N2CCCC2)c(C(=O)NCC2COc3ccccc3O2)c1 (stereo not given),-0.9,4,4,/,-0.3,-5,-6,3,-1.3,-1.9
COc1ccc(-c2cc(C(F)(F)F)c(C#N)c(SCC(=O)Nc3nc(C)co3)n2)cc1,1.6,5,-9,-42,/,-4,-13,-8,-1.3,-3.2
CC1COc2ccccc2N1S(=O)(=O)c1ccccc1 (stereo not given),0.7,6,-5,-17,7.1,1,-3,/,-0.8,1.1
CC(Sc1ccccc1)C(=O)Nc1cccc(N(C)S(C)(=O)=O)c1 (stereo not given),-0.8,-5,0,14,1.6,-5,-17,0,-1.6,-1.3
Cc1ccc(C(=O)Nc2sc3c(c2C(=O)O)CCCC3)o1,1.5,-4,3,18,0.0,10,-13,4,-1.8,1.3
Cc1cc(C)c(OCCCCCNCCO)c(C)c1,1.8,5,0,-16,2.5,-5,-11,0,-2.8,-2.5
O=C(CNC(=O)c1ccccc1F)N/N=C/c1cccnc1,2.4,-2,-3,10,-0.4,1,-6,1,-3.6,-1.5
CCN(C(=O)CSc1nncn1-c1ccccc1)c1c(N)n(Cc2ccccc2)c(=O)[nH]c1=O,2.1,1,-5,12,1.6,-2,-4,-3,-3.9,-1.9
CC(C)(C)S(=O)(=O)c1cnc(-c2ccccn2)nc1N,0.7,1,-1,-1,-0.1,4,-10,1,-0.2,-4.0
COc1cc(C(=O)Nc2ccc(S(=O)(=O)NC(C)C)cc2)cc(OC)c1OC,0.7,-5,-1,27,1.9,7,4,1,-2.4,-1.2
COC(=O)/C=C(\Oc1ccccc1)C1(O)CCCCC1,0.3,-5,-2,11,-1.3,1,2,1,0.0,-0.7
CCN(CC)CC(=O)Nn1c(C)nc2c(ncn2-c2ccccc2)c1=O,-0.9,6,9,12,2.7,0,-14,0,-0.3,-2.6
CCC(CC)C(=O)Nc1cccc(-c2nc3ccccc3o2)c1,2.3,-4,17,-15,-0.6,/,6,-4,-2.9,1.9
COc1ccccc1CN1CCC(CNS(=O)(=O)c2cc(-c3cc(C)no3)ccc2OC)CC1,0.8,-2,6,5,-1.4,1,-7,-1,-3.3,-1.1
COc1ccccc1Nc1c2c(nc3ccccc13)CCC2,0.3,-1,-3,6,3.6,0,-13,-7,-2.1,0.8
O=C(O)c1cc(-c2ccc(Cl)c(Cl)c2)n(-c2ccccc2)n1,-1.6,2,3,-23,-1.8,1,-7,6,-3.1,-1.7
CCOC(=O)CNC(=O)CSc1nc(Cc2ccccc2)nc2ccccc12,0.8,3,-1,0,-5.3,0,-11,-2,-0.6,1.2
Cc1ccc(C(=O)Nc2ccc3c(c2)OCO3)o1,2.9,-8,5,2,5.6,/,-6,-2,-3.2,3.9
CCN1C(=O)C(CC(=O)Nc2ccc(OC)cc2)N(CCc2ccccc2F)C1=S (stereo not given),1.7,5,10,-9,2.1,-2,-18,-9,-0.8,-2.6
c1ccc(-c2nc3nonc3nc2-c2ccccc2)cc1,2.0,1,-5,-65,2.5,-2,-10,5,0.0,-1.9
COc1ccccc1OCC(=O)N(Cc1nc(-c2ccccc2)no1)C1CCCCC1,3.4,17,-8,-2,1.8,/,0,-9,-0.3,-0.5
O=C(N/N=C\c1cc(Br)cs1)C1COc2ccccc2O1 (stereo not given),1.0,3,-3,8,1.7,-9,2,2,-2.2,-0.3
CC(=O)c1ccc(NC(=O)Nc2ccc3c(c2)N(C)C(=O)CS3)cc1,2.5,-2,-2,/,7.5,2,-2,2,-2.3,-0.2
CCOC(=O)c1ccc2c(c1)nc(C)n2CC,2.6,-1,5,8,-0.6,/,-2,-8,-1.3,-2.7
COc1ccccc1C(=O)N1CCN(S(=O)(=O)c2ccccc2)CC1,-1.6,-13,-1,6,3.0,/,7,-1,/,0.2
Cc1ccc(NC(=O)CN(C)C(=O)c2ccc(NS(=O)(=O)c3ccc4[nH]c(=O)[nH]c4c3)cc2)cc1,0.9,-8,3,-24,2.9,0,-12,1,-0.8,3.0
COC(=O)C1CCN(C(=O)COC(=O)c2ccc(OC)c(S(=O)(=O)N3CCCc4ccccc43)c2)CC1,-0.4,-2,16,-7,1.1,-1,6,3,-2.1,-0.3
COC(=O)c1ccc(C(=O)NC2CC(C)(C)Cc3c2cnn3-c2ccc(F)cc2)nc1 (stereo not given),-0.1,5,8,-36,-0.2,-1,-5,-3,-0.8,-0.8
CC(C)NC(=O)CCN1C(=O)c2ccccc2Sc2ncccc21,-0.2,-1,-1,3,2.3,-1,-6,-3,0.1,-2.6
O=P(OC1CCCCC1)(OC1CCCCC1)C(O)c1ccccc1 (stereo not given),-0.7,1,-1,28,2.3,/,-13,-1,0.1,0.8
COc1ccc(C2CC(c3ccccc3)=NN2C(=O)CSc2nnnn2-c2cccc(C)c2)cc1 (stereo not given),4.3,4,-9,4,1.1,0,-3,0,-1.2,0.6
CCC(=C(c1ccc(OC)cc1)c1ccc(OC)cc1)c1cn(CC(O)CN2CCN(C)CC2)c2ccccc12 (stereo not given),1.5,20,17,-16,-1.3,/,-11,4,0.1,-3.8
COC(=O)c1sccc1NC(=O)c1ccc2c(c1)OCO2,-0.4,?,8,21,0.4,0,-6,-3,-1.4,0.2
CN(C(=O)COC(=O)c1ccc(Cl)c(S(=O)(=O)N2CCCCC2)c1)C1(C#N)CCCCC1,1.1,3,1,-2,0.5,-1,-9,-1,-0.4,-2.9

# An unsorted share of the library; any-hit rate near 1.9%.
